Screening results from PubChem.
ELG1 DNA repair: ELG1-dependent DNA repair inhibition; HEK293T ELG1-luciferase reporter, luminescence, 16 h; DNA damage induced by 5-fluorouridine; 330,000 compounds, 2.3% hits; Potency, µM (highest dose often 46.1 µM), for inactives: top-dose activity change, negative = inhibition, usual class: inhibitors; also: potency is read from the fitted curve at half-maximal effect; % is scaled to controls: 0 for no effect and ±100 for the full control effect; nearly all actives have a fitted effect of over 55% in size
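Reporter activity after DNA damage by 5-fluorouridine is monitored. Compound-treated cells incubate 16 hr at 37 °C, then ONE-Glo is added for 30 min before luminescence reading.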
Chronic BCR inh: inhibitors of chronic active B-cell receptor signaling | AID 493014 | ABC-DLBCL IkBa-CBG/CBR reporter, luminescence ratio, 4 h | 340,000 compounds, 0.05% hits | Potency, µM (doses to about 46.1 µM), without a hit: at the highest dose ratio change, negative = lower green/red ratio, hits mostly inhibitors; active = well fitted inhibition curve with a large enough effect in the signal ratio, with a control signal flat, not every such curve was filed as active; inconclusive = small, poorly fitted or top-dose-only effect, or effect the other way, or a change in a side signal; the % refers to the signal ratio;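 also: potency is read from the fitted curve at half-maximal effect; plate controls were basal doxycycline-induced cells for no effect and cells given 10 µM MG132 for full effect; MG132 reads +100%, hits lower the ratio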
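Cell line TMD8 (human ABC DLBCL), stably expressing tet-inducible CBG68-IkBa fusion and CBR; IMDM/0.5% FBS; cpd up to 46 uM; dox induction, 4 h, 37C/5% CO2; dual luminescence; green/red ratio; MG132 control.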
uPA generation: inhibitors of cell surface uPA generation | cell surface uPA generation assay, qHTS | 330,000 compounds, 0.31% hits | Potency, µM (highest dose often 38.3 µM), for the others: at the top dose activity change, negative = inhibition, most hits filed as inhibitors | AID 540303; active = well fitted inhibition curve with a large enough effect; inconclusive = small, poorly fitted or top-dose-only effect; inactive = no such curve, though single readings can be large or run the other way; tested in mouse RAW 264.7 cells; also: potency is read from the fitted curve at half-maximal effect; % is scaled to controls: 0 for no effect and ±100 for the full control effect; nearly all actives have a fitted effect of over 55% in size
Eya2 phos inh: inhibitors of human Eya2 phosphatase activity; AID 488837; recombinant Eya2, OMFP fluorescence dephosphorylation (OMFP is methylfluorescein phosphate); 330,000 compounds, 0.006% hits; Potency, µM (series often up to 76.9 µM), for the others: at the highest dose activity, negative = inhibition, hits mostly inhibitors; also: potency is read from the fitted curve at half-maximal effect; % is scaled to controls: 0 for no effect and ±100 for the full control effect
Target sequence (O00167 whole entry, looked up): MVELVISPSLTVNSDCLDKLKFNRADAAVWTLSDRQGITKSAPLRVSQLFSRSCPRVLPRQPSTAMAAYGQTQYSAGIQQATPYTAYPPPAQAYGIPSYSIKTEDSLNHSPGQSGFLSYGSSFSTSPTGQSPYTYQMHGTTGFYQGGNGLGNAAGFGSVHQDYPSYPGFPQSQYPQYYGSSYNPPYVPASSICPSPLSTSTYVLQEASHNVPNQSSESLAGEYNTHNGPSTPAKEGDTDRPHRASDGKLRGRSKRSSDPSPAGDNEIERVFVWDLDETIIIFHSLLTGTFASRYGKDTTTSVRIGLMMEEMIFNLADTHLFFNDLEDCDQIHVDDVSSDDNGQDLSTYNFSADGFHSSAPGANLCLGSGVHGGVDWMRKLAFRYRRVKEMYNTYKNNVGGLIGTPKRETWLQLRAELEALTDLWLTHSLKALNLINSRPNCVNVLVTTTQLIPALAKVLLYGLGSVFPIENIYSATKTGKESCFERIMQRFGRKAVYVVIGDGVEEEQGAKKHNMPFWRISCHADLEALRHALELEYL
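Eya2 (0.2 uM) preincubated 10 min at ambient with compound, then OMFP substrate added at 50 uM; 10 min reaction in 50 mM HEPES pH 7.5, 50 mM NaCl, 5 uM MgCl2, 0.05% BSA, 1 mM DTT. Fluorescence read at Ex 485/Em 525 nm.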
Tb PFK inh: inhibitors of T. brucei phosphofructokinase. T. brucei PFK, ADP-Glo luminescence. Potency, µM (doses to about 57.5 µM), for the others: top-dose activity, negative = inhibition, most hits filed as inhibitors. AID 485367. 330,000 compounds, 0.17% hits;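 also: potency is read from the fitted curve at half-maximal effect; 0% = uninhibited 1x PFK enzyme wells and -100% = no-enzyme wells; nearly all actives have a fitted effect of over 60% in size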
Target sequence (O15648 whole entry, looked up): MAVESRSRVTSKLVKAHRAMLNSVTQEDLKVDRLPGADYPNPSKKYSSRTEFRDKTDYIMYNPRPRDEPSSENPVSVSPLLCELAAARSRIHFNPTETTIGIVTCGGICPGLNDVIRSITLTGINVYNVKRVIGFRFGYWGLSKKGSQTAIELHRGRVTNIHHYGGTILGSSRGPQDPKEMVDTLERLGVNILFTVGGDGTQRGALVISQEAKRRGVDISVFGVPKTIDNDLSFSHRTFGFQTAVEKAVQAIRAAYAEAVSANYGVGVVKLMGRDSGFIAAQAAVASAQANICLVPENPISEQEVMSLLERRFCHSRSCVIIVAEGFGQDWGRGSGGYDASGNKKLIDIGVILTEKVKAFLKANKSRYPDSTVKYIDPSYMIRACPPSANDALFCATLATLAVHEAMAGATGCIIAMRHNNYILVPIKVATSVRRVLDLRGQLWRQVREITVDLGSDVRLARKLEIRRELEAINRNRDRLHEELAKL
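Activity is normalized to no-enzyme wells (full inhibition) and 1.25 nM enzyme wells (no inhibition). Reaction: 0.5 mM F6P, 0.1 mM ATP, 45 min RT, ADP-Glo luminescence; concentration-response curves fitted and classed by quality.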
B2AR arrestin: beta2AR (human) beta-arrestin recruitment activity; P07550; beta-arrestin recruitment to beta2AR, cell-based reporter; Potency, µM (doses to about 46.1 µM), for the others: top-dose activation, most hits filed as activators; 330,000 compounds, 0.02% hits; AID 492947;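 also: potency is read from the fitted curve at half-maximal effect; 0% = DMSO controls and full agonism = EC100 isoproterenol or metaproterenol; nearly all actives have a fitted effect of over 65% in size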
Mito fusion yeast: blocks mitochondrial division or promotes mitochondrial fusion | S. cerevisiae fusion-defective mutant growth rescue, CellTiterGlo 48 h | Potency, µM (series often up to 46.1 µM), inactives show at the top dose growth rescue (activation), most hits filed as activators | 320,000 compounds, 0.23% hits | AID 485298;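 also: potency is read from the fitted curve at half-maximal effect; % of control where 0% means no effect; nearly all actives have a fitted effect of over 45% in size; temperature-sensitive fusion mutants such as fzo1-1 at 37 °C on non-fermentable ethanol glycerol medium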
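Growth-rescue viability read-out: after 48 h at the non-permissive 37C in glycerol/ethanol YPEG, yeast mitochondrial fusion mutants are measured by CellTiterGlo luminescence; compounds (23 nl pinned per well) restoring growth score as division inhibitors or fusion activators.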
USP2a inh: inhibitors of human ubiquitin-specific protease USP2a; O75604; USP2 core, Ub-CHOP2 coupled fluorogenic reporter, 485/531; Potency, µM (top dose mostly 38.3 µM), for the others: top-dose activity change, negative = inhibition, most hits filed as inhibitors; 330,000 compounds, 0.01% hits; AID 463254;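 also: potency is read from the fitted curve at half-maximal effect; plate controls were DMSO wells for no effect and full inhibition by NEM control for full effect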
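Deubiquitinase activity read as fluorescence (485/531 nm) after Ub-CHOP2 cleavage activates the enterokinase reporter on its substrate; USP2 core 10nM, Ub-CHOP2 and substrate 25nM each, 30min compound preincubation then 60min RT; data normalized to NEM, curves fitted.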
TCR activator: activates T cell receptor signaling. primary human leukocytes, anti-CD3, IL-2 HTRF, 48 h. Potency, µM (titrated, usually from 9.22 µM), inactives show at the top dose activation of IL-2 secretion, usual class: activators. 330,000 tested, under 10 active. AID 504894; also: % of control where 0% means no effect
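Using a-CD3 beads without co-stimulation, primary human leukocytes were exposed to compounds for 48 hr. An HTRF IL-2 kit measured the cytokine, with europium-to-d2 energy transfer producing emission at 665nm upon 320nm excitation.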
TSG101-PTAP inh: blocks PTAP/TSG101 interaction to inhibit HIV-1 budding | Fluorescence polarization, FITC-PTAP peptide / Tsg101 binding | Potency, µM (series often up to 115 µM), inactives show at the top dose activity change, negative = inhibition, usual class: inhibitors | Q99816 | 340,000 tested, under 10 active; active = well fitted inhibition curve with a large enough effect in the main read-out, with a control signal flat, not every such curve was filed as active; inconclusive = small, poorly fitted or top-dose-only effect, or effect the other way, or a change in a side signal; inactive = no such curve, though single readings can be large or run the other way; also: potency is read from the fitted curve at half-maximal effect; % of control where 0% means no effect
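FP read-out: FITC-PTAP peptide, 50 nM final, binding Tsg101 binding domain, 10 uM final; 20 min, r.t.; 10 mM HEPES pH 7.5, 0.15 M NaCl, 0.01% Tween 20, 3 mM EDTA, 0.1 mM TCEP.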
TSHR antag: human thyrotropin receptor antagonism; activity change, negative = inhibition, % at 11.5 µM; 330,000 compounds, 0.2% hits; P16473; TSHR-expressing cells, TSH-stimulated cAMP HTRF, 2 h; stronger effect = lower value;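 active = activity change below a set negative limit, meaning inhibition stronger than a set level, cut at about -70% in these data; inconclusive = activity change between two set negative limits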; also: % is scaled to controls: 0 for no effect and ±100 for the full control effect
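TSHR-expressing cells, 200/well, pre-treated with compound, then stimulated with EC80 TSH (4nM final) for 2 hours at 37 deg C. cAMP measured by competitive HTRF: anti-cAMP cryptate antibody in lysis buffer plus cAMP-d2, read after 30 minutes at room temperature.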
* hit, by the source's call; ? = inconclusive; . = no result given; [ ] = remark or other dose. Unless noted, calls follow the shape of the dose curve; as a rule, active = well fitted curve in the direction sought with a large enough effect; inconclusive = small, poorly fitted or top-dose-only effect, or another doubt; inactive = no such curve, though single readings can be large; an effect the other way counts as inactive or inconclusive.

SMILES	ELG1 DNA repair	Chronic BCR inh	uPA generation	Eya2 phos inh	Tb PFK inh	B2AR arrestin	Mito fusion yeast	USP2a inh	TCR activator	TSG101-PTAP inh	TSHR antag
Cc1ccc(NC(=S)/C(=C(\[O-])c2ccc(F)cc2)[n+]2ccccc2)cc1	17.7%	-1.4%	-5.9%	1.9%	-5.5%	-0.2%	-3.3%	1.6%	-6.5%	0.9%	0.2
Cn1cc(CCC(=O)N2CCCC(N3CCN(c4ccccc4F)CC3)C2)cn1 (configuration not stated)	6.2%	2.2%	0.8%	-8.5%	2.1%	-0.5%	7.7%	0.2%	-0.6%	-1.6%	-0.6
CNC(=O)c1c(NC(=O)c2ccco2)sc2c1CCC2	17.2%	0.2%	-6.6%	1.8%	-4.5%	-0.9%	9.1%	-6.6%	6.7%	-3.1%	-4.3
COc1ccc(Nc2nc3ccccc3n2C)cc1	?	5.3%	-1.8%	2.2%	-2.5%	0.0%	-13.7%	0.6%	.	-2.3%	-15.5
COc1ccc(C2=NOC(Cn3nc(C(=O)NCc4ccc(OC(F)(F)F)cc4)cc3-c3ccccc3)C2)cc1 (configuration not stated)	?	-0.8%	7.8%	4.4%	-1.2%	0.0%	0.5%	-0.4%	2.2%	-2.6%	-2.7
O=C(COc1cc(O)c2c(=O)cc(-c3ccccc3)oc2c1)c1cccc([N+](=O)[O-])c1	-4.9%	5.4%	0.0%	-7.1%	-1.0%	0.5%	-0.1%	-0.7%	-3.5%	1.8%	30.6
Clc1ccccc1OCCn1cnc2ccccc21	?	?	-14.7%	8.1%	-8.4%	0.2%	-1.2%	-1.3%	.	.	-7.8
O=C(CN1C(=O)c2ccccc2C1=O)NCC1CCCO1 (configuration not stated)	5.4%	0.0%	4.0%	8.9%	0.1%	3.0%	-1.4%	2.5%	8.4%	-0.2%	4.8
O=C(CSc1nnc(COc2ccc(Cl)cc2)o1)NC1CC2CCC1C2 (configuration not stated)	7.4%	?	-1.4%	8.0%	-1.9%	-0.3%	-0.7%	-1.2%	-5.6%	0.6%	-10.1
Cc1ccc(-c2nnc3sc(-c4ccncc4)nn23)cc1	-14.5%	-0.5%	3.5%	-23.0%	1.3%	-0.2%	16.6%	-3.7%	0.5%	-5.5%	6.1
C/C(CC1(O)/C(=N/O)CCc2nonc21)=N\O (configuration not stated)	2.1%	-1.2%	2.4%	10.4%	3.2%	-0.7%	-0.4%	4.3%	-3.7%	-7.5%	4.4
CC(NC(=O)CNC(=O)c1ccco1)c1ccccc1 (configuration not stated)	-2.0%	10.0%	-0.9%	12.6%	1.0%	-1.0%	6.8%	0.8%	4.1%	-9.4%	0.2
Cc1ccc(S(=O)(=O)N2CCOCC(=O)NCCOCCNC(=O)COCC2)cc1	3.3%	-2.1%	14.1%	0.9%[15.4 µM]	-0.7%	0.1%	3.2%	-1.1%	0.3%	-3.2%	-2.3
Cc1cc(C)c2cc(CN(Cc3nnnn3C3CCCCC3)CC3CCCO3)c(=O)[nH]c2c1 (configuration not stated)	-14.5%	1.6%	-5.3%	-0.7%	-2.7%	-0.1%	13.9%	1.9%	1.1%	-2.4%	-2.0
COc1ccc(N(CC(=O)NN=C2CCN(C)CC2)S(=O)(=O)c2ccc(NC(C)=O)cc2)cc1	-2.4%	2.1%	3.1%	10.9%	-1.6%	0.2%	1.7%	-3.0%	3.3%	-5.4%	1.1
CCCC(=O)Nc1ccc(Cl)c(NC(=O)CC)c1	-0.4%	1.3%	0.2%	3.5%	-5.7%	-0.3%	-0.4%	0.5%	-9.2%	-1.3%	-7.7
COC(=O)c1sc(S(=O)(=O)N2CCN(CCO)CC2)c(C(=O)OC)c1C	-5.3%	?	-1.9%	-7.9%	0.2%	0.0%	-5.5%	3.4%	-13.1%	-2.4%	1.0
CCOC(=O)C1CCCN(S(=O)(=O)c2cc3c4c(c2)CCC(=O)N4CCC3)C1 (configuration not stated)	-12.4%	0.5%	-4.9%	-9.1%	-1.8%	0.1%	1.4%	0.7%	-1.4%	0.0%	-13.1
CC1Cc2ccccc2N1CC(=O)NC(c1ccccc1)c1ccccc1 (configuration not stated)	-5.4%	-10.8%	3.3%	4.4%	-1.0%	-0.9%	-0.8%	1.9%	2.1%[46.1 µM]	0.6%	11.6
CCc1cccc(C)c1NC(=S)N(CCN(C)C)Cc1cccs1	9.4%	0.8%	-2.2%	3.2%	-16.0%	-0.1%	-3.6%	-1.6%	-22.6%	-2.7%	-1.9
COc1ccc(-c2nnc(SCC(=O)c3ccco3)n2-c2ccccc2)cc1	-3.2%	-1.2%	6.1%	0.5%	-3.3%	0.0%	-1.9%	3.0%	0.9%	-1.6%	3.0
COc1ccc(S(=O)(=O)N2CCOCC2)cc1NC(=O)c1ccc2c(c1)OCCO2	-5.3%	-1.1%	-0.3%	-10.0%	0.2%	0.0%	-2.1%	-0.5%	.	0.4%	-4.2
Cc1cccc(NC(=O)N2CCN(Cc3ccc(Cl)cc3)CC2)c1	?	-14.4%	-6.4%	-1.8%	-12.4%	0.2%	-31.0%[inhibitor]	0.4%	1.0%	-2.2%	0.5
Cc1cc(C)c(NC(=O)CN(C)C(=O)CNC(=O)c2cccs2)c(C)c1	?	-0.5%	4.6%	16.4%	-5.4%	0.2%	3.1%	2.6%	0.6%	-7.0%	4.1
O=C(CN1C(=O)c2ccccc2C1=O)Nc1ccccc1C(=O)NC1CCCCCC1	1.5%	-0.6%	-8.4%	-7.2%	5.5%	2.5%	1.3%	1.1%	-3.1%[46.1 µM]	-5.5%	12.7
The results go on:
SMILES	ELG1 DNA repair	Chronic BCR inh	uPA generation	Eya2 phos inh	Tb PFK inh	B2AR arrestin	Mito fusion yeast	USP2a inh	TCR activator	TSG101-PTAP inh	TSHR antag
Nc1nc2c(c(=O)[nH]1)C(c1ccccc1)C1=C(N2)c2ccccc2C1=O (configuration not stated)	?	15.3%	10.8%	-5.1%	1.3%	0.0%	12.5%	1.1%	3.7%	-4.0%	2.2
Cc1ccc(S(=O)(=O)Cn2nnnc2CN2CCCC3(CCCCC3)C2)cc1	?	?	6.5%	-5.0%	-0.1%	-0.2%	?	2.7%	1.5%	3.1%	-12.8
CSc1ccccc1OCc1cc(C(=O)NC2CCc3ccccc32)no1 (configuration not stated)	18.2%	-0.4%	-18.7%	4.1%	4.5%	0.1%	-6.0%	3.4%	2.7%	1.9%	-40.6
C/C(=N\NC(=O)c1ccc(Br)o1)c1cc2c(cc1NC(=O)CCC(=O)O)OCO2	6.9%	-16.5%	3.6%	-5.0%	0.1%	0.7%	0.8%	-0.4%	.	0.3%	-11.6
O=C(COC(=O)Cc1ccc(F)cc1)NC1CCS(=O)(=O)C1 (configuration not stated)	10.0%	13.4%	0.8%	1.9%	6.6%	0.0%	0.9%	1.4%	-9.7%	-0.4%	0.4
CC(=O)c1cccc(NC(=O)C2=CC(c3cccs3)=NS(=O)(=O)N2C)c1	-5.8%	-0.1%	1.5%	-5.3%	-0.5%	0.0%	3.4%	0.7%	-3.4%	-6.0%	-18.8
COc1ccc(CCNC(=O)c2ccc(CN3CCC(Cc4ccccc4)CC3)cc2)cc1	-8.2%	1.2%	-1.6%	5.2%	1.6%	0.6%	-7.4%	-0.7%	-0.1%[46.1 µM]	-0.4%	-4.5
COc1ccc(CNC(=O)Cc2ccc(NC(=O)C3=C(C)OCCS3)cc2)cc1	?	20µM*	?	5.2%	-26.4%	0.1%	-1.6%	2.5%	-0.3%	-12.3%	2.5
O=C(CCc1nc2ccccc2c(=O)[nH]1)OCCOc1ccc(Cl)cc1	3.4%	-2.2%	3.0%	-14.2%	2.1%	-0.2%	5.3%	1.8%	2.1%	-0.6%	-8.7
O=C(CN1C(=O)COc2ccccc21)Nc1ccc(N2CCOCC2)cc1	-1.1%	-1.3%	4.4%	-0.9%	-2.5%	-0.4%	-0.7%	0.0%	-0.3%	-4.3%	5.3
